FEN1 inhibitor: inhibitors of human flap endonuclease 1 | P39748 | Recombinant FEN1 flap cleavage, fluorescence, 15 min | Potency, µM (titrated, usually from 114 µM), without a hit: at the highest dose activity change, negative = inhibition, actives largely listed as inhibitors | 0.35% of 390,000 active | AID 588795; note: nearly all actives have a fitted effect of over 65% in size
Target sequence (P39748 whole entry, looked up): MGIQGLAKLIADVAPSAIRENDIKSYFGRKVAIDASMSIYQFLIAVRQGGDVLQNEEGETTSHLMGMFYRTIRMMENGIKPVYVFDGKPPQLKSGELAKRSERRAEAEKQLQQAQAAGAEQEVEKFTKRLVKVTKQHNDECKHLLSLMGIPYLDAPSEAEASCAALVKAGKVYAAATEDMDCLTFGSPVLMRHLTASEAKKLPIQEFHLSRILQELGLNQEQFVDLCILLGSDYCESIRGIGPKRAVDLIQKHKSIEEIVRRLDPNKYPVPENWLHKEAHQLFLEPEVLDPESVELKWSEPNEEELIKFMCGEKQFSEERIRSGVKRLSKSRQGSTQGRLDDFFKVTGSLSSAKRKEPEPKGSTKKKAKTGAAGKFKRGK
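Compounds are tested as a concentration series against 10 nM FEN1; after a 15 min room-temperature preincubation, 50 nM substrate starts cleavage, with plate reads at 0 and 15 min. Normalized responses are fitted by a Hill equation.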
TDP1 block: TDP1 (human) enzyme inhibition | Q9NUW8 | recombinant TDP1, AlphaScreen DNA substrate cleavage | Potency, µM (highest dose often 130 µM), without a hit: at the highest dose activity change, negative = inhibition, actives largely listed as inhibitors | 0.28% of 350,000 active; note: nearly all actives have a fitted effect of over 40% in size
Target sequence (Q9NUW8 whole entry, looked up): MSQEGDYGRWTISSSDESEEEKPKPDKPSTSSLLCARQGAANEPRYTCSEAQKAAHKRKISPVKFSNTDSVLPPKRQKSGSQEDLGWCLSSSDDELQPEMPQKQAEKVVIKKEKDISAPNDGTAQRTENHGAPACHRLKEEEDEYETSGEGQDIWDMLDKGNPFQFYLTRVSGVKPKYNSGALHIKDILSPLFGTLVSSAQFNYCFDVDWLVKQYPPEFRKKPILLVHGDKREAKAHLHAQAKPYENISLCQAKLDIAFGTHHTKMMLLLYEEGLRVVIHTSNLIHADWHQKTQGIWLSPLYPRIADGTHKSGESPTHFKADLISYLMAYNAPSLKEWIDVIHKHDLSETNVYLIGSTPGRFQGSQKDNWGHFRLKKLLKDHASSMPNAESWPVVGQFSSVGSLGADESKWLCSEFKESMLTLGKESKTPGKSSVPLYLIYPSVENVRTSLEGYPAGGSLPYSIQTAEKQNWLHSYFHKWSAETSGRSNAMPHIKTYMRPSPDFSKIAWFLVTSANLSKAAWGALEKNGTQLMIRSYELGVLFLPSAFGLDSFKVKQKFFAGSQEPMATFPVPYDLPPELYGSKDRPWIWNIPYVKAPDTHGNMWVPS
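Enzyme-compound mixtures sat 15 min at room temperature, followed by a 5 min reaction with 15 nM final substrate and 10 min with AlphaScreen beads. Recombinant human Tdp1 was used at 1 nM final.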
N370S GC mod: inhibits or activates N370S mutant glucocerebrosidase. P04062. N370S GC spleen homogenate, 4MU-glucoside fluorescence. Potency, µM (highest dose often 59.4 µM), without a hit: top-dose activity change, negative = inhibition, most hits filed as inhibitors. 0.092% of 330,000 active;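 note: 0% = full enzyme activity and -100% = no enzyme basal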
The depositor's hits bear a star; ? = inconclusive; . = not tested or not shown; & = joins results of further samples; [ ] = another dose, or the depositor's remark. Calls come from the whole dose curve; as a rule, active = well fitted curve in the direction sought with a large enough effect; inconclusive = small, poorly fitted or top-dose-only effect, or another doubt; inactive = no such curve, though single readings can be large; an effect the other way counts as inactive or inconclusive. Unless noted, % is set by controls: 0 for no effect and ±100 for the full control effect; potency is the fitted concentration of half-maximal effect.

SMILES	FEN1 inhibitor	TDP1 block	N370S GC mod
Cc1ccc(-n2ncc3c(NC4CCCCC4)ncnc32)cc1C	-4%	5%	.
CC1(C)Cc2nc(NCCN3CCOCC3)c(C#N)cc2CO1	5%	6%	-7%
CC(=O)Nc1cccc(C(=O)OCC(=O)c2ccc(S(=O)(=O)N3CCCCC3)cc2)c1	?	0%	-2%
Cc1cccc(-c2cc3nc4c(c(N5CCOCC5)n3n2)CCCC4)c1	-23%	-12%	13%
COc1ccc(N2CCN(C(=O)CSc3n[nH]c(-c4ccccc4Cl)n3)CC2)cc1	2%	3%	.
O=C1CCN(CCc2ccccc2)CCN1[C@H](CO)Cc1ccccc1	-4%&1%	.	-1%
O=C(c1ccc(COc2ccc(Cl)cc2)o1)N1CCN(Cc2ccc3c(c2)OCO3)CC1	-3%	5%	-15%
CCOc1ccc(CCNC(=O)CCc2nc(-c3ccc(OC)cc3)no2)cc1OCC	2%	-3%	-8%
CSc1nnc2c(n1)OC=Nc1ccc(Br)cc1-2	-3%	.	-7%
Cc1cc(C)n(-c2nc3cc(Cl)ccc3nc2Nc2ccc(CC(=O)O)cc2)n1	-5%	0%	.
CS(=O)(=O)c1ccc(C(=O)Nc2ccc(S(=O)(=O)N3CCCCC3)cc2)cc1	5%	7%	-13%
NC(N)=Nc1ccc(N=C(N)N)cc1	17%	3%	-7%
CC1CCCN(C(=O)CSc2nnc(-c3cccs3)o2)C1 (configuration not stated)	1%	.	-1%
COc1ccc(N2CCN(C(=O)CCC(=O)NNc3nc4ccccc4c4nc(C)nn34)CC2)cc1	-5%&-2%	8%&9%	-8%
CC(C)C[C@H](NC(=O)[C@H](CO)NC(=O)[C@@H]1CCCN1C(=O)[C@H](Cc1ccc(O)cc1)NC(=O)[C@H](CC(C)C)NC(=O)[C@H](CC(C)C)NC(=O)[C@@H]1CCCN1C(=O)[C@@H](NC(=O)[C@H](CO)NC(=O)[C@H](CO)NC(=O)[C@H](CO)NC(=O)[C@H](CO)NC(=O)[C@@H]1CCCN1C(=O)[C@@H](NC(=O)[C@@H](N)CO)C(C)C)[C@@H](C)O)C(=O)N[C@@H](C)C(=O)N[C@@H](CC(C)C)C(=O)N1CCC[C@H]1C(=O)N[C@@H](C)C(=O)N1CCC[C@H]1C(=O)O	.	11%	-2%
CCOC(=O)N1CCN(C(=O)Cn2nc(-c3ccc(Cl)cc3)ccc2=O)CC1	-1%	6%	15%
Cc1ccc(NC(=S)N2CCC(c3nc4ccccc4s3)CC2)cc1	3%	3%	-4%
CCC1CCc2c(sc(NC(=O)c3ccoc3C)c2C(N)=O)C1 (configuration not stated)	-15%	5%	24%
Cc1cc(N2CCN(S(=O)(=O)c3ccc4ccccc4c3)CC2)n2ncnc2n1	4%	3%	-14%
Oc1cccc(Nc2nc(-c3ccccc3)nc3ccccc23)c1	-10%&-15%	.	2.8µM*
Cc1nc2ccc([N+](=O)[O-])cc2c(=O)n1Cc1cccc(Br)c1	-21%	.	-16%
O=C(Nc1ccccc1N1CCN(C(=O)c2ccc(Cl)cc2)CC1)c1cc2ccccc2o1	4%	5%	5%
Fc1ccccc1OCCSc1ncnc2nc[nH]c12	-9%	1%	-12%
CCn1c(N2CCN(C(=O)c3ccco3)CC2)nc2ccccc21	21%	2%	-25%
O=C(NCc1ccccc1Br)c1cccc2c1C(=O)c1ccc(-c3ccc(OC(F)(F)F)cc3)cc1S2(=O)=O	-1%	0%	.

Next part.
SMILES	FEN1 inhibitor	TDP1 block	N370S GC mod
CC(=O)Nc1ccc(NC(=O)CCOc2cc(C)ccc2C)cc1	-1%	.	-1%
Cc1n[nH]c(C)c1S(=O)(=O)N1CCN(C(=O)c2ccco2)CC1	-3%	5%	0%
N/C(=N\OC(=O)/C=C/c1ccccc1Cl)c1ccccn1	-1%	5%	4%
COc1ccc(C(=O)N2CCc3c([nH]c4ccccc34)C2C(F)(F)F)cc1 (configuration not stated)	-8%	6%	7%
CC(CNC(=O)C1CCN(C(=O)N2CCOc3ccc(Cl)cc32)CC1)c1ccccc1 (configuration not stated)	-16%	9%	.
CO[C@H]1COC(=O)C/C=C\[C@H](C)[C@@H](NS(=O)(=O)c2ccc(C)cc2)COC(=O)C/C=C\[C@@H]1C	.	10%&4%[21 µM]	-9%&-5%[12.8 µM]
COc1ccc(C(CNC(=O)c2ccc(C)c(S(=O)(=O)Nc3ccccc3OC)c2)N2CCCC2)cc1 (configuration not stated)	-3%	6%	-7%
Cc1cccc(C(=O)c2c[nH]cc2-c2ccccc2)c1	11%	-5%	3%
CCc1nc2ccccc2c(C(=O)OCC(=O)Nc2ccc(S(=O)(=O)N3CCOCC3)cc2)c1C	6%	1%	-13%[2.35 µM]
COc1ccc(CCNc2nc3ccc(C)cc3n3cnnc23)cc1OC	-14%&1%	2%	-3%
CSc1nnc(C2CCN(CC(=O)Nc3ccccc3N3CCOCC3)CC2)n1C	-5%	.	-2%
CCn1cnc2cc(NCc3ccncc3)ccc21	-7%	-2%	-3%
C=CCn1c(Oc2ccc(C(=O)OC)cc2)nc2c1c(=O)n(C)c(=O)n2C	1%	5%	-5%
COCCNc1nc(C)cc(-c2cc(C(=O)NCc3ccccc3)on2)n1	-10%	5%	-1%
COc1ccc(/C=C/c2nc(-c3ccccc3O)n[nH]2)cc1	-12%	-7%	10%
CCOc1ccc(N(CC(=O)Nc2ccccc2C(=O)NC(C)CC)S(C)(=O)=O)cc1 (configuration not stated)	-2%	6%	-13%
CC(C#N)Sc1ccc(S(=O)(=O)N(C)C2CCCCC2)cn1 (configuration not stated)	3%	-6%	.
Cc1cccc(NC(=O)COC(=O)c2nn(C)c(=O)c3ccccc23)c1C	11%	0%	.
CN1CCN(c2nc3c(c(=O)[nH]c(=O)n3C)n2CCSc2nnnn2-c2ccccc2)CC1	18%	.	-9%
COc1cccc(/C=N/n2nnnc2N)c1OCc1ccccc1Cl	-2%	-11%	14%
CCN(C[C@H]1N[C@@](C)(C(=O)OC)[C@H]2C(=O)N(C)C(=O)[C@@H]12)C(=O)C1CCCCC1	0%	1%	.
COc1cc(C=O)c([N+](=O)[O-])cc1OC	.	-1%	-15%
CC(C)COP(=O)(OCC(C)C)C(Nc1ccccc1)c1ccc2c(c1)OCO2 (configuration not stated)	-11%	-6%	0%
Cc1ccc(C(=O)CCC(=O)Nc2ccccc2C)c(C)c1	11%	2%	-1%
Cc1ccc(OCC(=O)NC(C)c2ccccc2)cc1 (configuration not stated)	20%	.	0%

3 entries drawn at random from those above, as already listed:
SMILES	FEN1 inhibitor	TDP1 block	N370S GC mod
COc1cccc(/C=N/n2nnnc2N)c1OCc1ccccc1Cl	-2%	-11%	14%
Cc1nc2ccc([N+](=O)[O-])cc2c(=O)n1Cc1cccc(Br)c1	-21%	.	-16%
CSc1nnc(C2CCN(CC(=O)Nc3ccccc3N3CCOCC3)CC2)n1C	-5%	.	-2%

Later entries
SMILES	FEN1 inhibitor	TDP1 block	N370S GC mod
CC(Sc1n[nH]c(N)n1)C(=O)Nc1cccc(S(=O)(=O)N2CCOCC2)c1 (configuration not stated)	-2%	0%	-1%
CCC1CCCN1Cn1cnc2c([nH]c3ccc(C)cc32)c1=O (configuration not stated)	-3%	5%	11%
Cc1cc(C)c2c(N)c(C(=O)NCC3CCCCC3)sc2n1	1%	-1%	28%
Cn1c(=O)c2c(SCc3ccccc3)nc(-c3ccco3)nc2n(C)c1=O	.	4%	2%
Cc1ccc(C)c([N+](=O)[O-])c1	.	7%	1%
CCc1ccc(CC(=S)N2CCOCC2)cc1	-4%	3%	-6%
COC(=O)c1cc(S(=O)(=O)N2CCN(c3ccc(F)cc3)CC2)c[nH]1	2%	1%	-3%
CCOCCCNC(=O)c1ccc(/C=C2\Oc3ccccc3N(C)C2=O)cc1	-6%	.	-3%
COc1ccc(N2CCN(C(=O)C3CCN(S(=O)(=O)c4ccc(C)cc4)CC3)CC2)cc1	5%	-3%	3%
O=C(CSc1nc(=O)[nH]c2c1CCC2)NCc1ccc(Cl)cc1	1%	3%	.
O=C(NCCNS(=O)(=O)c1ccccc1)c1ccc([N+](=O)[O-])cc1	17%	.	-8%
CC(=O)Nc1ccc(NS(=O)(=O)c2ccccc2)cc1	-6%	0%	-2%
Cc1ccc(-c2cc(C(=O)N/N=C/c3c(C)nn(-c4ccccc4)c3C)n[nH]2)s1	0%	6%	.
O=C(O)c1c[nH]c2c(C(F)(F)F)cccc2c1=O	1%	2%	8%
COc1ccccc1CCNS(=O)(=O)c1cc2c3c(c1)CCN3C(=O)CC2	4%	-1%	-12%
Cc1noc(C)c1S(=O)(=O)N1CCCC(C(=O)NCCC2=CCCCC2)C1 (configuration not stated)	-7%	6%	-7%
CCOC(=O)c1cnc2c(ccc3ccccc32)c1Nc1cccc(Cl)c1	15%	-3%[12.3 µM]	.
CC(C)C(NC(=O)c1ccccc1)C(=O)OCc1cc([N+](=O)[O-])cc2c1OCOC2 (configuration not stated)	0%	4%	17%
O=C(c1cnc2ccc(Cl)cc2c1Cl)N1CCOCC1	7%	-7%	-2%
O=C(CCC1CCCC1)NNC(=O)c1ccc(F)cc1	20%	2%	.
Cc1ccc2c(CC(=O)Nc3ccc(S(=O)(=O)Nc4nc(C)cc(C)n4)cc3)coc2c1	-3%	2%	.
O=C(N/N=C/c1ccncc1)c1cccc(S(=O)(=O)Nc2ccc(Cl)cc2)c1	?	.	2%
O=C(CSc1nc2ccccc2c(=O)n1CCCN1CCOCC1)Nc1ccc(Br)cc1	-23%	3%	.
Cc1ccc(C)c(S(=O)(=O)N2CCN(C(=O)c3ccncc3)CC2)c1	4%	5%	0%
COc1cccc(/C=N/NC(=O)c2cc(C34CC5CC(CC(C5)C3)C4)[nH]n2)c1	4%	6%	10%

(continued)
SMILES	FEN1 inhibitor	TDP1 block	N370S GC mod
Cn1cc(C(F)(F)F)nc1-c1ccc(OC[C@@H](O)CNCCOc2ccc(O)c(C(N)=O)c2)cc1	.	-9%[56.1 µM]	0%
COc1cccc(CC(NC(C)=O)C(=O)NC2CCN(C(=O)Nc3ccc(C)cc3)CC2)c1 (configuration not stated)	5%	4%	-22%
CN(CC(=O)OCC(=O)NCc1ccccc1)S(=O)(=O)c1ccc(F)cc1	8%	1%	.
COc1ccc2oc(C(=O)NCc3ccco3)c(C)c2c1	-11%	7%	-2%
COc1cccc(CNC(=O)C2CCN(c3nnc(N4CCCC4=O)s3)CC2)c1	2%	.	-2%
COc1cccc(N2CCN(C3CC(=O)N(c4ccc(C)c(Cl)c4)C3=O)CC2)c1 (configuration not stated)	-13%	-4%	-12%
O=C(NCCCO)/C(=C/c1ccco1)NC(=O)c1ccc(Br)o1	-8%	6%	6%
CCOC(=O)c1c(NC(=O)CSc2nnc(-c3ccco3)o2)sc(C)c1C	8%	0%	?
Cc1csc(SCC(=O)NC(=O)NC2CCCC2)n1	0%	2%	14%
CCC(=O)N1c2ccccc2CC1C(=O)NCc1ccc(CC)cc1 (configuration not stated)	4%	6%	.
CN(CC(=O)O)S(=O)(=O)c1ccc2oc3ccccc3c2c1	-12%	5%	-6%
O=C(NCc1ccc2c(c1)OCO2)c1ccc2c(c1)N(Cc1c(F)cccc1Cl)C(=O)CS2	13%	3%	-2%
N#Cc1cccc(C(c2nnnn2C2CCCC2)N2CCC(Cc3ccccc3)CC2)c1 (configuration not stated)	-7%	0%	13%
CCC(=O)Nc1ccc(NC(=S)NC(=O)/C=C/c2ccco2)cc1	2%	.	-9%
Cc1cccc(CS(=O)(=O)Cc2ccc(C(=O)NCCc3ccccc3)o2)c1	-18%&17%	3%&10%	-2%
COc1ccc(C2=NN(c3nc(-c4ccc(CNC(C)=O)cc4)cs3)C(c3ccco3)C2)cc1 (configuration not stated)	-3%	3%	-6%
Oc1c(C(c2cccs2)N2CCN(c3ccccc3)CC2)sc2ncnn12 (configuration not stated)	5%	3%	2%
CC(C)(O)c1cn(-c2nonc2N)nn1	0%	1%	4%
O=C(c1nc(-c2ccc(Cl)cc2)n2c1CCCCC2)N1CCN(c2ccc(F)cc2)CC1	-21%	11%	.
O=C(N/N=C/c1ccco1)c1ccccc1OCc1ccc(Br)cc1	-17%	7%	?
O=C(Nc1ccccc1Cl)c1ccc(-c2ccccn2)s1	-2%	0%	7%
CC(=O)c1ccc(NC(=O)c2cn(C)c(=O)c3ccccc23)cc1	-1%	9%	.
O=C(O)CC1(CC(=O)Nc2cc(F)ccc2Cl)CCCCC1	0%	0%	-5%

Entries from the list above that have bromine, in the order listed:
SMILES	FEN1 inhibitor	TDP1 block	N370S GC mod
CSc1nnc2c(n1)OC=Nc1ccc(Br)cc1-2	-3%	.	-7%
Cc1nc2ccc([N+](=O)[O-])cc2c(=O)n1Cc1cccc(Br)c1	-21%	.	-16%
O=C(NCc1ccccc1Br)c1cccc2c1C(=O)c1ccc(-c3ccc(OC(F)(F)F)cc3)cc1S2(=O)=O	-1%	0%	.
O=C(CSc1nc2ccccc2c(=O)n1CCCN1CCOCC1)Nc1ccc(Br)cc1	-23%	3%	.
O=C(NCCCO)/C(=C/c1ccco1)NC(=O)c1ccc(Br)o1	-8%	6%	6%
O=C(N/N=C/c1ccco1)c1ccccc1OCc1ccc(Br)cc1	-17%	7%	?
